D3 antag: D3 dopamine receptor (human) antagonism; D3R cells, DiscoveRx beta-arrestin luminescence, antagonist mode; stronger effect = lower value; max response, negative = inhibition, %; hit rate 2.5% among 360,000; AID 652054; P35462; in the data active = max response below about -50%; inconclusive = no clear call, values can overlap the other calls; note: % is set by controls: 0 for no effect and ±100 for the full control effect; mostly tested at two doses, the higher about 12 µM
Target sequence (P35462 whole entry, looked up): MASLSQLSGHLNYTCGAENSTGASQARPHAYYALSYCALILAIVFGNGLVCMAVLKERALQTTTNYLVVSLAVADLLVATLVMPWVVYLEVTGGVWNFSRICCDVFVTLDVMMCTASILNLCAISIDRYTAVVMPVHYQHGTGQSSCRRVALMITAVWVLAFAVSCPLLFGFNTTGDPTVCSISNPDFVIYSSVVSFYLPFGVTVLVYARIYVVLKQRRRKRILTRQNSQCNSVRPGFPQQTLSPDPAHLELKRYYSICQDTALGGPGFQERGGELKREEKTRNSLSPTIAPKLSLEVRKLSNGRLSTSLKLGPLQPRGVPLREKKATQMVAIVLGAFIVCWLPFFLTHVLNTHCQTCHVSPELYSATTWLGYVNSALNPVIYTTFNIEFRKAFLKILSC
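Cells plated overnight at 1500 cells/well, then exposed to library compounds with dopamine controls for 90 minutes at 37 degrees C. DiscoveRx reagent added for 30–60 minutes at room temperature; luminescence read, quantitative HTS format.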
FUS suppressor: suppressors of FUS proteinopathy in yeast. hit rate 0.24% among 390,000. S. cerevisiae FUS-expressing, growth rescue, OD600, 24 h. Potency, µM (doses to about 76.6 µM), without a hit: at the highest dose growth rescue (activation), most hits filed as activators;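 note: potency is the fitted concentration of half-maximal effect; plate controls were DMSO vehicle for no effect and reference control for full effect; nearly all actives have a fitted effect of over 55% in size; some results filed as inactive show a strong effect at the top dose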
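Compound concentration series was pinned onto galactose-induced FUS-expressing yeast seeded at OD 0.005. Plates sat 24hr at 30C; absorbance at 600 nm gave growth. DMSO served as background control.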
TDP-43 yeast inh: TDP-43 toxicity inhibition in yeast | TDP-43 expressing yeast growth rescue, BacTiter-Glo, 24 h | Potency, µM (series often up to 46.1 µM), for inactives: at the top dose growth rescue (activation), most hits filed as activators | hit rate 1.8% among 410,000 | AID 652104; note: potency is the fitted concentration of half-maximal effect; % of control where 0% means no effect; nearly all actives have a fitted effect of over 50% in size
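In this qHTS, compounds that restore growth of yeast expressing TDP-43 appear as activators. Cells (OD600=0.02, galactose medium, raffinose-pregrown) are incubated with compound 24 hr at 30 deg C and growth is quantified by BacTiter-Glo.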
EPAC2 antag: EPAC2 (human) antagonism | EPAC2 GEF exchange of Rap1B-BODIPY-GDP, fluorescence | Potency, µM (highest dose often 114 µM), for the others: at the top dose activity, negative = inhibition, most hits filed as inhibitors | hit rate 0.18% among 360,000 | AID 720708; note: potency is the fitted concentration of half-maximal effect; % is set by controls: 0 for no effect and ±100 for the full control effect; nearly all actives have a fitted effect of over 45% in size; many of its hits are not listed in these tables
EPAC2 agonist: activates human EPAC2 exchange factor | Q8WZA2 | hit rate 0.079% among 360,000 | EPAC2 activation, biochemical qHTS; response scale: 100% = 6.5 mM cAMP response | Potency, µM (doses to about 154 µM), inactives show at the top dose activation, hits mostly activators; note: potency is the fitted concentration of half-maximal effect; nearly all actives have a fitted effect of over 50% in size
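Nucleotide exchange monitored as fluorescence drop when BODIPY-GDP leaves Rap1B. Reaction: 100 nM EPAC2, 250 nM RAP1B-BODIPY-GDP, 50 uM GDP, room temperature, kinetic read over 30 min. Activity expressed relative to 6.5 mM cAMP.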
aSyn yeast inh: inhibitors of alpha-synuclein toxicity in yeast; Potency, µM (top dose mostly 46.1 µM), for the others: at the top dose growth rescue (activation), most hits filed as activators; AID 652106; Yeast expressing alpha-synuclein, growth rescue, BacTiter-Glo, 24 h; hit rate 0.14% among 370,000; note: potency is the fitted concentration of half-maximal effect; % of control where 0% means no effect; nearly all actives have a fitted effect of over 65% in size
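Readout is rescue of growth in alpha-synuclein-expressing yeast, so inhibitors of toxicity appear as activators. Growth after 24 hr at 30 deg C in galactose medium is quantified by luminescence.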
Abeta rescue: A-beta toxicity reversal in yeast. hit rate 0.063% among 410,000. Potency, µM (titrated, usually from 46.1 µM), for the others: at the top dose growth rescue, usual class: activators. AID 1347071. yeast expressing A-beta42, growth rescue, OD600, 48 h; response scale: 0% DMSO, 100% iron-clioquinol control; note: potency is the fitted concentration of half-maximal effect; nearly all actives have a fitted effect of over 55% in size
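Yeast growth medium received pinned compounds, then yeast cells expressing toxic A-beta were added; plates incubated at 30 C for 48 hr. Growth read as absorbance at 600 nm, normalized to DMSO and equimolar FeCl3 plus clioquinol controls.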
DRD3 agonist: D3 dopamine receptor (human) agonism. P35462. D3R DiscoveRx beta-arrestin cells, luminescence, 90 min. max activation, %. hit rate 0.58% among 410,000; in the data active = max activation above about 30%; note: 0% is about no effect; mostly tested at two doses, the higher about 12 µM
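Agonist mode: compounds and dopamine controls were applied to plated cells for 90 min at 37 degrees C after an overnight attachment at 1500 cells/well. Luminescent read-out followed 30 - 60 minutes at room temperature with DiscoveRx detection reagent.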
Active calls of the source: *; ? = inconclusive; . = no result given; & = joins results of further samples; [ ] = another dose, or the depositor's remark. Unless noted, calls come from the whole dose curve; as a rule, active = well fitted curve in the direction sought with a large enough effect; inconclusive = small, poorly fitted or top-dose-only effect, or another doubt; inactive = no such curve, though single readings can be large; an effect the other way counts as inactive or inconclusive. A portion of the library. The share of hits here may be higher or lower than overall.

SMILES	D3 antag	FUS suppressor	TDP-43 yeast inh	EPAC2 antag	EPAC2 agonist	aSyn yeast inh	Abeta rescue	DRD3 agonist
CCN(C(=O)c1cccnc1)c1ccccc1	4	18%	-6%	0%	4%	1%	3%	1
O=C(Cc1ccc(F)cc1)NCCc1csc2nc(-c3ccc(Cl)cc3)nn12	.	22%	0%[9.22 µM]	.	.	.	13%	5
O=C(COC(=O)c1ccc2ccccc2n1)c1ccc(F)cc1	4	5%	-10%	15%	-1%	2%	0%	-6
COc1ccc(C(=O)NCC(=O)N2CCN(c3ccc(F)cc3)CC2)cc1	17	8%	-4%	5%	3%	3%	0%	7
COc1ccc(NS(=O)(=O)c2cccc(NC(=O)CNC(C)=O)c2)cc1	-2	-2%	18%	-6%	1%	-1%	6%	3
CC[N+]1(C)CCC(O)(/C=C/c2ccccc2)C(C(=O)/C=C/c2ccccc2)C1 (stereo unspecified)	0	.	21%	2%	-1%	-74%[inhibitor]	-80%[inhibitor]	-30
Cc1ccnc(NCc2cccc3ccccc23)c1	-23	1%	18%	?	17%	3%	3%	-7
Cc1ccccc1C(OCCN(C(C)C)C(C)C)c1ccccc1 (stereo unspecified)	-5	-10%	-20%	-9%	5%	-4%	34%	-10
Cc1cc(C(=O)NCC(C)C)c2ccccc2n1	-3	17%	3%	3%	3%	0%	-3%	5
CCCn1c(=O)c2[nH]c(C3CCCC3)nc2n(CCC)c1=O	-20	-28%	24%	-1%	2%	1%&-7%	-14%	-15
COc1cccc(C=NCCNC(=O)c2nonc2N)c1O	14	-2%	-6%	-2%	8%	10%	-3%	0
O=C(CCN1C(=O)C2CCCCC2C1=O)NNC(=O)c1cccc(Cl)c1 (stereo unspecified)	3	.	7%	2%	0%	-14%	-14%	5
Cc1ccc(O)c(NC(=O)c2ccc(Br)c(S(=O)(=O)N3CCCCC3)c2)c1	.	15%	?	.	.	.	-20%	-9
Cc1ccc(S(=O)(=O)N/N=C\c2cc3c(cc2[N+](=O)[O-])OCO3)cc1	-4	14%	-4%	-6%	5%	0%	26%	-14
CCOc1ccc(S(=O)(=O)N(C)CC(=O)NCc2ccco2)cc1	4	-3%	4%	3%	-2%	0%	-3%	1
Cn1c(=O)c2c(nc(SCC(=O)N3c4ccccc4CCc4ccccc43)n2C)n(C)c1=O	3	5%	-13%	9%	2%	7%	-11%	-2
O=C(/C=C/c1cccc(O)c1)c1ccc(N2CCOCC2)cc1	-14	25%	13%	-1%	11%	6%	-14%	-4
Cc1cccc(N2CCN(CCCNC(=O)Cn3ncc4c([nH]c5ccccc54)c3=O)CC2C)c1 (stereo unspecified)	.	-20%	11%	.	.	.	-15%	-15
COc1ccc(C(=O)Nc2cccc3ccccc23)cc1	16	-5%	19%	-4%	1%	6%	18%	-5
CN(Cc1ccccc1Cl)C(=O)C1CC(=O)N(c2ccc3c(c2)OCCO3)C1 (stereo unspecified)	-15	13%	?	-12%	14%	-3%	-8%	-13
COc1ccc(CCNS(=O)(=O)c2ccc3c(c2)CC(C)N3C(=O)C2CC2)cc1OC (stereo unspecified)	5	6%	27%	-2%	4%	0%	9%	5
CCn1c(CCC(=O)Nc2cc(F)ccc2C)nc2cc(S(=O)(=O)N(C)C)ccc21	-8	18%	-13%	5%	5%	4%	17%	12
FC(F)(F)Oc1ccccc1C(c1nnnn1-c1ccc2c(c1)OCCO2)N1CCN(C/C=C/c2ccccc2)CC1 (stereo unspecified)	-57*	15%	23%	-4%	3%	1%	-1%	-14
CSc1ccc(/C=C/C(=O)c2ccc(O)cc2)cc1	?	26%	14µM*	-7%	19%	-11%	?	-19
O=C(c1cc2ccccc2oc1=O)N(Cc1ccccc1F)C1CCS(=O)(=O)C1 (stereo unspecified)	-14	10%	10%	-4%	1%	-5%	4%	1

Following part.
SMILES	D3 antag	FUS suppressor	TDP-43 yeast inh	EPAC2 antag	EPAC2 agonist	aSyn yeast inh	Abeta rescue	DRD3 agonist
Cc1ccc(C)c(OCC(O)CN2CCC(CN3C(=O)c4cccc5cccc(c45)C3=O)CC2)c1 (stereo unspecified)	?	.	2%	-15%	-7%	-2%	0%	-9
CC(NC(=O)[C@H](C)NC(=O)[C@@H]1CSC2c3ccccc3C(=O)N21)c1ccccc1 (stereo partly specified)	0	-1%	8%	3%	-5%	-2%	-9%	5
CCN(CC)S(=O)(=O)c1cccc(-c2nnc(SCC(=O)NCCC3=CCCCC3)n2N)c1	-13	34%	4%	-3%	-2%	-2%	-6%	-2
CC(=O)N1Cc2cc(C(=O)NCC(F)(F)F)nc(-c3cccc(-c4cccnc4)c3)c2[C@@H]1CCO	0	2%	2%	11%	8%	-7%	-13%	-14
Cn1nc(C(=O)NCc2ccccc2Cl)c2c1-c1ccccc1SC2	.	-7%	6%	.	.	.	3%	2
CCC1CCCCN1C(=S)NC(=O)c1ccc(F)c(S(=O)(=O)N2CCOCC2)c1 (stereo unspecified)	11	3%	6%	4%	6%	3%	0%	-2
Cc1ccc(N2CC(NC(=O)c3cccs3)CC2=O)cc1C (stereo unspecified)	.	9%	26%	.	.	.	13%	4
Cc1ccc(S(=O)(=O)N(CC(=O)N/N=C/c2ccco2)c2cc(Cl)cc(Cl)c2)cc1	?	.	-4%	0%	0%	6%	1%	-6
Cn1c(=O)c2cc(NC(=O)OCCF)ccc2n1Cc1cccc(C(F)(F)F)c1	0	-10%	3%	-24%	12%	-4%	-3%	-7
c1ccc(C2=NN(c3ccccc3)C(c3ccco3)C2)cc1 (stereo unspecified)	2	12%	-16%	?	9%	-7%	-5%	14
O=C(Nc1ccccc1)c1cccc(N2C(=O)C3C4C=CC(C4)C3C2=O)c1 (stereo unspecified)	4	.	6%	9%	-8%	-1%	-9%	1
O=C(O)C(Oc1ccc2c(-c3ccccc3)cc(=O)oc2c1)c1ccccc1 (stereo unspecified)	5	9%	3%	-12%	9%	-7%	-9%	5
CC(C#Cc1c([C@@H](C)Oc2ccccc2)nnn1Cc1ccccc1)Oc1ccccc1 (stereo partly specified)	22	16%	0%	-16%	6%	13%	1%	-14
N#CC1(Nc2ccc(-c3ccc(Cl)cc3)cc2)CCCC1	-5	.	6%	6%	12%	1%	-26%	-12
C=CCSC1=NN2CCS(=O)(=O)N=C2S1	-13	22%	-23%[1.82 µM]	3%	5%	-9%	-2%	3
O=C(NC1CCCCC1)c1cc(Nc2ccccc2)nc2ccccc12	.	-16%	10%	.	.	.	-16%	-1
Cc1ccc(CN(C)C(=O)c2cccc(S(=O)(=O)N3CCc4ccccc43)c2)cc1	-52*	52%	-22%	3%	25%	10%	-27%	-19
CCOC(=O)C1CCN(C(=O)Nc2ccc3nc(C)c(C)nc3c2)CC1	-6	10%	11%	0%	2%	-1%	11%	3
Cc1cc(C)n(-c2nnc3n2N=C(c2ccccc2)CS3)n1	3	2%	18%	6%	4%	2%	-6%	6
Cc1nn(-c2ccc(N3CCOCC3)nn2)c(C)c1CCC(=O)Nc1ccccc1	7	7%	13%	13%	-1%	4%	11%	-1
O=C(NCc1ccccc1)c1cccc(F)c1F	1	-5%	0%	8%	7%	-5%	-8%	-1
O=C(NCCNC(=O)c1ccc(Cl)cc1Cl)c1ccccn1	11	10%	-2%	1%	22%	4%	-4%	4
Nc1cccc(-c2cccc3nncn23)c1	23	-10%	22%	10%	2%	0%	1%	8
CC(=O)Nc1c(C)ccc2nsnc12	-77*	.	3%	4%	12%	3%	-7%	8
COCc1nnc(NC(=O)c2ccc(S(=O)(=O)N(C)C3CCCCC3)cc2)o1	8	28%	23%	7%	4%	?	27%	-1

Continuation:
SMILES	D3 antag	FUS suppressor	TDP-43 yeast inh	EPAC2 antag	EPAC2 agonist	aSyn yeast inh	Abeta rescue	DRD3 agonist
COCCN(CCOC)C(=O)CCn1c(=O)oc2ccccc21	14	-1%	9%	2%	8%	4%	9%	1
COc1cccc(C2=N/C(=C\N(C)C)C(=O)O2)c1	-2	-19%	25%	0%	-9%	7%	-15%	4
CCOc1ccccc1NC(=O)CCNC(=O)C1CCN(S(=O)(=O)c2ccccc2)CC1	15	-13%	7%	-12%	5%	-6%	0%	2
O=C(Nc1ccc(Oc2ccccc2)nc1)C1CCN(Cc2cccc(F)c2)CC1	-6	.	-4%	-5%	13%	2%	3%	-17
CCN(C1CCS(=O)(=O)C1)S(=O)(=O)c1cccc([N+](=O)[O-])c1 (stereo unspecified)	-5	-5%	-13%	0%	8%	-8%	-9%	2
Cc1cc2nc(C3CCCN(C(=S)Nc4ccccc4C)C3)[nH]c2cc1C (stereo unspecified)	-28	-14%	-19%	3%	4%	9%	-4%	-18
COc1ccc(CCN2CC(C(=O)N(C)CCn3nc(C)cc3C)CCC2=O)cc1 (stereo unspecified)	8	13%	12%	1%	6%	1%	3%	3
C#CCOCCOCCOCCNc1nc(N2CCOCC2)nc(N2CCN(C(=O)[C@H](CCCCN)n3cc([C@@H](N)C(C)CC)nn3)CC2)n1 (stereo partly specified)	1	-6%	9%	9%	2%	0%	-8%	-39
O=C(NC(=O)c1ccccc1Cl)C(=O)Nc1ccc(Cl)cc1	-3	2%	4%	-3%	4%	-2%	3%	3
COc1ccc(C)cc1-n1nnnc1SCc1cc(=O)n2cc(C)ccc2n1	11	5%	30%	-4%	-5%	9%	-45%[inhibitor]	3
CCC1(c2ccccc2)NC(=O)N(CC(=O)NNC(=O)c2ccoc2C)C1=O (stereo unspecified)	8	22%	11%	5%	-2%	7%	3%	-3
Cc1cccc(NC(=O)Cn2c(=O)n(Cc3nc(-c4ccccc4)no3)c(=O)c3ccccc32)c1	.	-16%	10%	.	.	.	-11%	-1
